Screening results as filed in PubChem BioAssay.
RTF Ca sens act: increases calcium sensitivity of human cardiac regulated thin filaments; P19429+P45379; IANBD-labeled TnC RTF fluorescence at EC20 calcium; 0% EC20 calcium, 100% full calcium; activation, % at 7.2 µM; 340,000 tested, 0.24% active; AID 493008;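 active means activation above the mean over all tested compounds plus 3 SD, cut at about 30% in these data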;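 further: rise in fluorescence read as greater calcium sensitivity of cardiac thin filaments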
LANA DNA inh: KSHV C-LANA DNA binding inhibition | MBP-C-LANA/FAM-LBS DNA binding, fluorescence polarization | 340,000 tested, 0.078% active | inhibition, % at 9 µM;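 active means highest replicate inhibition at or above 60% at 9 µM, even if other replicates fall short; inactive means all replicates below 60% inhibition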;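 further: 0% = neutral control wells and 100% = 4 µM acridine orange control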
Rtt109 HAT inh: blocks Candida albicans Rtt109/Vps75 acetyltransferase activity; AID 540336; purified Rtt109/Vps75, ThioGlo CoA-SH fluorescence, 4 h; Q5AAJ8; 330,000 tested, 0.16% active; inhibition, % at 34.9 µM;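 active means inhibition of at least 50% in every replicate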
Target sequence (Q5AAJ8 whole entry, looked up): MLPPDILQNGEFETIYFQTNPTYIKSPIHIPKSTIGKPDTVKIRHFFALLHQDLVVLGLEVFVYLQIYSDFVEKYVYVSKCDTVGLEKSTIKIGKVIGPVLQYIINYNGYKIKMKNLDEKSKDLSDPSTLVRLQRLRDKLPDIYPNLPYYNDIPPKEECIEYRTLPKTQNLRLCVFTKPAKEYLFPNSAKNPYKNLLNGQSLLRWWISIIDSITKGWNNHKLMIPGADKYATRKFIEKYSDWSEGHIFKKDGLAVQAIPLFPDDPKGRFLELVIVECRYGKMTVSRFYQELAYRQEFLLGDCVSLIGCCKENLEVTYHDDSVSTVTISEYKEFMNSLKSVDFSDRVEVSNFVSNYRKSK
Keap1 Nrf2 FP: Keap1-Nrf2 (human) interaction inhibition; 340,000 tested, 0.15% active; inhibition, % at 9.4 µM; AID 504523; Keap1 Kelch-Nrf2 peptide fluorescence polarization, 1536-well; Q14145; in the data active means inhibition above about 12%;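 further: human Keap1 Kelch domain with fluorescein labeled Nrf2 9mer peptide probe; 0% = neutral control wells and 100% = peptide positive control; higher means more block of Keap1 binding to Nrf2 peptide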
CAL PDZ FP-1: inhibitors of human CAL PDZ peptide binding; 330,000 tested, 0.02% active; AID 504414; purified CAL PDZ, TMR-peptide fluorescence polarization, 1 h; inhibition, % at 20 µM; Q9HD26;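 active means highest replicate inhibition of at least 40%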;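 further: plate controls were DMSO neutral control wells for no effect and unlabeled competitor peptide control wells for full effect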
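Material – purified CerCALP PDZ construct · Detection – FP readout, S and P plane fluorescence · Measure – percent inhibition from loss of millipolarization · Controls – unlabelled peptide for full inhibition, DMSO wells as neutral · Probe or stimulus – TMR-labelled reporter peptide T*-PRC34 bound in PDZ groove · Times – 1 h at RT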
CAL PDZ FP-2: CAL PDZ (human) peptide binding inhibition; Q9HD26; 300,000 tested, 0.92% active; inhibition, % at 24.9 µM; AID 602252; purified CAL PDZ, TMR-peptide fluorescence polarization, 1 h;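 active means mean inhibition of at least 30% with at least half of replicates also reaching 30%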;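 further: 0% = DMSO neutral control and 100% = excess unlabeled competitor peptide PRC23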
SR-BI DiI-HDL act: enhances SR-BI lipid uptake from DiI-HDL; AID 504775; CHO ldlA[mSR-BI] cells, DiI-HDL uptake fluorescence, 3 h; 100 = double the neutral-control signal; activation, % at 12.5 µM; 320,000 tested, 0.096% active;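 active means mean replicate activation of at least 60% and every replicate at or above 60%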;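 further: 0% = median plate neutral-control signal and 100% = twice that signal; values of inactives mirror those of a sister screen read the other way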
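Test system: SR-BI-overexpressing, LDLR-lacking CHO cells; Medium: Ham's F12 with 0.5% BSA, HEPES 25 mM, pH 7.4; Schedule: 3 h, 37 °C; Technique: bottom-read fluorescence, 550/595 nm.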
PKA-R2B activ: activators of human PKA-R2B complex; P22694+P31323; PKA-R2B holoenzyme dissociation, Cy5-IP20 fluorescence polarization; R2B truncated from residue 108, S112A mutant; 0% DMSO only, 100% 113 µM cGMP; activation, % at 11.4 µM; 340,000 tested, 0.079% active; AID 504700;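 active means activation above a cutoff set at the mean over all compounds plus 3 SD, cut at about 18% in these data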;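 further: higher means more holoenzyme dissociation and a rise in polarization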
RTF Ca sens inh: cardiac RTF calcium desensitization; inhibition, % at 7.15 µM; 340,000 tested, 0.12% active; P19429+P45379; IANBD-labeled cardiac RTF, Ca2+ fluorescence;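 active means inhibition above the mean inhibition of all tested compounds plus 3 SD, cut at about 17% in these data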;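 further: assay run at fixed EC70 calcium of 1.6 mM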
DAGLB inh: blocks human DAGLB lipase activity. inhibition, % at 5.17 µM. Q8NCG7. 340,000 tested, 0.059% active. HEK293T DAGLB membrane lysate, EnzChek fluorogenic substrate. AID 504411; in the data active means inhibition above about 34%;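 further: 0% = enzyme with vehicle and 100% = wells lacking enzyme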
Target sequence (Q8NCG7 whole entry, looked up): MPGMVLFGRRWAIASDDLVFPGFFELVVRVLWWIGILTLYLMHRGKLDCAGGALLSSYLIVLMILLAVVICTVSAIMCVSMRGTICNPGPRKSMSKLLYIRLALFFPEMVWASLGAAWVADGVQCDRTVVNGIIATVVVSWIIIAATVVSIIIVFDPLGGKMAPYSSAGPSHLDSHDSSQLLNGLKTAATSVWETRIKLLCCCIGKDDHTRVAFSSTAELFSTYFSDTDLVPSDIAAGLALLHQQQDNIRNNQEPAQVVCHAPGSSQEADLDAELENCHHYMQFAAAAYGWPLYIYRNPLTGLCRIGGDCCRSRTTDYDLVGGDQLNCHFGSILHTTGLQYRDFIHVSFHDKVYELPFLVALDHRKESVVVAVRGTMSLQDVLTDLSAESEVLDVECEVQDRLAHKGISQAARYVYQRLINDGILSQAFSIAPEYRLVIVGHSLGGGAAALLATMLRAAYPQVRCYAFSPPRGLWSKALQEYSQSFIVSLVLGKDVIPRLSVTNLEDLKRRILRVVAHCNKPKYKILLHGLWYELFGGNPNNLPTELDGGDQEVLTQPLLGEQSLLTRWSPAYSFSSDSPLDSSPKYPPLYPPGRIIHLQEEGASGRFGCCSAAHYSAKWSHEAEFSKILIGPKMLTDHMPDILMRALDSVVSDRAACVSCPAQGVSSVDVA
An asterisk follows results filed as active; . = not tested or not shown.

SMILES	RTF Ca sens act	LANA DNA inh	Rtt109 HAT inh	Keap1 Nrf2 FP	CAL PDZ FP-1	CAL PDZ FP-2	SR-BI DiI-HDL act	PKA-R2B activ	RTF Ca sens inh	DAGLB inh
C/C(=N\Nc1nc(N2CCOCC2)nc(N2CCOCC2)n1)c1cccs1	0	0.9	-4	0	-0.4	-1	4	-2	-18	1
CCOC(=O)C1(Cc2ccccc2Cl)CCN(C(=O)c2cnccn2)CC1	14	0.1	7	-5	-0.3	1	-17	-10	-6	-1
O=C(Nc1ccc(N2CCOCC2)cc1)c1ccc([N+](=O)[O-])cc1	-4	-0.1	.	-5	-0.1	3	-4	-8	1	4
CN1C(=O)C(C)(C)c2cc(S(=O)(=O)NCC3CCC(C(=O)NCc4ccccc4)CC3)ccc21 (stereo not drawn)	4	0.5	-2	1	-0.6	.	-25	10	-9	0
C=CCn1c(/N=C/c2ccc(OC)cc2)nc2ccccc21	3	-0.1	-3	-1	0.4	-16	3	-3	-7	-3
O=C(Cc1n[nH]c(=O)c2ccccc12)Nc1cccc(S(=O)(=O)N2CCCCCC2)c1	2	2.1	10	2	-1.3	-25	-3	6	-8	-2
CC(C)C[C@H]1CN=C(N(C)C)N1CCc1cccc(F)c1	-2	-1.1	2	1	-0.5	0	18	-13	-1	-4
Cn1cccc1CNCc1ccc(F)cc1	-1	2.2	-1	-8	-0.2	1	31	2	0	4
O=C(O)CCCNc1ccc(S(=O)(=O)N2CCCCC2)cc1	-3	0.3	2	-6	2.7	2	3	-3	0	0
CN(c1ccc(C(=O)Nc2ccccc2C(=O)N2CCCC2)cc1)S(C)(=O)=O	-5	-0.8	-4	1	0.5	1	25	6	3	0
COc1ccc(OC)c(C2=NOC(C(=O)NCc3cccs3)C2)c1 (stereo not drawn)	-5	2.1	13	-1	-2.8	1	-6	-14	-12	-3
O=C(Nc1nncs1)C1CC(=O)N(C2CCCC2)C1 (stereo not drawn)	-5	-0.7	-21	4	0.6	-5	12	6	-7	0
COC(C(=O)NCc1ccc(C)cc1)c1ccccc1 (stereo not drawn)	-2	-2.2	4	0	-2.0	-7	4	-3	-2	-2
CC(=O)NCCCNS(=O)(=O)c1ccc(C)cc1	4	-0.1	-5	3	-0.4	.	9	-6	-7	2
Cc1cc(C(=O)OCC(=O)c2ccc(Br)s2)no1	2	1.5	2	1	-0.9	2	31	5	-8	-1
COC(=O)c1cccc(NC(=O)c2onc3c2CCCC3)c1	1	0.0	2	-5	-3.0	.	1	0	-7	0
O=C(N/C(=C\c1cccs1)C(=O)N1CCCCCC1)c1ccccc1	1	1.2	1	-4	0.7	0	-2	-6	-12	-3
COc1ccc(CC(NC(C)=O)C(=O)NC2CCN(c3nc(C)cc(C)c3C#N)CC2)c(OC)c1 (stereo not drawn)	2	-0.3	-8	0	-1.4	-4	-20	14	-2	-2
O=C1CC(c2ccc(O)cc2)Oc2cc(O)cc(O)c21 (stereo not drawn)	4	-1.4	-8	-3	-0.2	-3	-20	-5	9	4
CCC1CCCCN1C(=O)COc1ccccc1NC(C)=O (stereo not drawn)	2	-0.1	1	2	1.1	-2	-1	5	-5	-1
O=c1c2ccccc2nc2n1CCC2	-1	2.4	26	3	22	5	22	-1	3	13
CN1CCN(C(=O)C2CCC(=O)N(CCc3cccc(F)c3)C2)CC1 (stereo not drawn)	-5	0.5	-1	2	-2.7	8	8	-3	-6	3
Cc1cc(NC(=O)c2cccc(S(=O)(=O)N(C)C)c2)n(-c2ccccn2)n1	1	-0.8	-1	1	-1.9	-2	-46	0	5	-3
Cc1ccc(C2(CCNC(C)c3cccs3)CCOC(C(C)C)C2)cc1 (stereo not drawn)	0	-1.6	0	3	-0.5	-1	35	-11	3	-1
Cc1cc(OC(=O)C2CC2)c([N+](=O)[O-])c(=O)[nH]1	-3	0.0	0	-5	-0.1	-3	11	-2	-2	-2
Cc1cc(C)n(C(=O)CCCCCCCCC(=O)n2nc(C)cc2C)n1	3	-1.6	2	-1	.	1	10	3	-9	-4
COc1ccc(C(=O)NNC(=S)NC(=O)c2ccccc2[N+](=O)[O-])cc1	12	0.2	1	-8	-2.7	-4	8	-16	-21	3
N#Cc1ccccc1S(=O)(=O)Nc1ccc2c(c1)C(=O)OC2	0	-0.6	.	-2	0.7	-5	13	8	5	0
COc1cc(OC)c(C2Nc3ccccc3NC3=C2C(=O)CC(C)(C)C3)cc1OC (stereo not drawn)	-1	14	0	4	0.4	-1	7	-12	-10	0
Cc1ccc(NC(=O)CN2C(=O)N/C(=C/c3ccc(C)s3)C2=O)cc1	15	0.2	0	-9	-1.3	0	8	15	-44	6
c1ccc(C(c2ccccc2)c2nc(-c3cccnc3)no2)cc1	-4	1.8	3	-2	8.0	-4	12	0	7	-9
Cc1cccc(OCCCn2c(=O)oc3ccccc32)c1	-3	0.7	-7	0	0.2	7	.	3	-2	-7
C=CCOc1cccc(C2/C(=C(\O)c3ccc4c(c3)OCCO4)C(=O)C(=O)N2CCN2CCOCC2)c1 (stereo not drawn)	-6	-2.0	5	-1	-0.1	2	5	9	-1	2
O=C(CO/N=C/c1ccc(Cl)cc1Cl)NNC(=O)c1ccc(Cl)cc1Cl	5	1.6	13	-5	-0.9	3	14	-12	6	-6
Nc1ccn(C2OC(COP(=O)(O)O)C(O)C2O)c(=O)n1 (stereo not drawn)	-5	1.0	0	-2	0.4	3	13	-2	-5	-1
CCc1nc2c(c(=O)[nH]1)C(CC)(CC)Cc1ccccc1-2	3	2.6	4	0	.	-1	1	-2	1	-2
Cc1ccc(NC(=O)N(Cc2ccc3c(c2)OCO3)Cc2cc3cc4c(cc3[nH]c2=O)OCCO4)cc1	2	0.6	-4	-3	-2.3	-6	-24	5	6	0
C/C=C\C(=O)Nc1cccc(C2=NOC3(C2)C[C@@H](C(N)=O)N(C(=O)c2ccccc2)C3)c1 (stereo partly drawn)	-4	-2.0	-3	-1	-1.5	1	21	2	-3	-3
Cc1cccc(NC(=S)NN2CCN(C)CC2)c1C	-2	-0.6	-3	-2	-0.3	1	-1	7	-3	1
O=C(NC(=S)Nc1ccc(O)cc1)c1ccccc1Cl	-2	1.5	6	-3	-0.1	.	6	-8	0	-4

Results in LANA DNA inh, PKA-R2B activ and CAL PDZ FP-1, for 2 of the compounds above:
Molecule | LANA DNA inh | PKA-R2B activ | CAL PDZ FP-1
COc1ccc(OC)c(C2=NOC(C(=O)NCc3cccs3)C2)c1 (stereo not drawn) | 2.1 | -14 | -2.8
O=C(Nc1nncs1)C1CC(=O)N(C2CCCC2)C1 (stereo not drawn) | -0.7 | 6 | 0.6

Back to the main list, repeating the 7 entries before the break.
SMILES	RTF Ca sens act	LANA DNA inh	Rtt109 HAT inh	Keap1 Nrf2 FP	CAL PDZ FP-1	CAL PDZ FP-2	SR-BI DiI-HDL act	PKA-R2B activ	RTF Ca sens inh	DAGLB inh
O=C(CO/N=C/c1ccc(Cl)cc1Cl)NNC(=O)c1ccc(Cl)cc1Cl	5	1.6	13	-5	-0.9	3	14	-12	6	-6
Nc1ccn(C2OC(COP(=O)(O)O)C(O)C2O)c(=O)n1 (stereo not drawn)	-5	1.0	0	-2	0.4	3	13	-2	-5	-1
CCc1nc2c(c(=O)[nH]1)C(CC)(CC)Cc1ccccc1-2	3	2.6	4	0	.	-1	1	-2	1	-2
Cc1ccc(NC(=O)N(Cc2ccc3c(c2)OCO3)Cc2cc3cc4c(cc3[nH]c2=O)OCCO4)cc1	2	0.6	-4	-3	-2.3	-6	-24	5	6	0
C/C=C\C(=O)Nc1cccc(C2=NOC3(C2)C[C@@H](C(N)=O)N(C(=O)c2ccccc2)C3)c1 (stereo partly drawn)	-4	-2.0	-3	-1	-1.5	1	21	2	-3	-3
Cc1cccc(NC(=S)NN2CCN(C)CC2)c1C	-2	-0.6	-3	-2	-0.3	1	-1	7	-3	1
O=C(NC(=S)Nc1ccc(O)cc1)c1ccccc1Cl	-2	1.5	6	-3	-0.1	.	6	-8	0	-4
CC(NC(=O)CN1C(=O)NC2(CCCC2)C1=O)c1ccc(Cl)cc1Cl (stereo not drawn)	-2	-0.1	4	4	0.0	-1	7	-2	-1	-2
CC(CN1CCOCC1)C(=O)c1ccccc1 (stereo not drawn)	-2	-0.3	-4	-1	-1.3	-9	-3	2	3	1
Cn1nc(C(=O)Nc2ccc3c(c2)OCO3)c2ccccc2c1=O	0	0.0	-7	-2	-1.8	-1	-10	1	-5	0
COc1ccc(OC)c(-c2csc(NC(=O)CN3C(=O)NC4(CCCC4)C3=O)n2)c1	-5	-0.2	14	-2	-2.3	-4	-25	-1	-36	0
Cc1c(C(=O)N2CCOCC2)c(S(=O)(=O)Nc2cccc(F)c2)c(C)n1C	5	0.7	-2	-7	-0.1	-3	6	-3	-3	-4
Cc1ccccc1Cn1cc(NC(=O)CCCn2nc([N+](=O)[O-])cc2C)cn1	5	1.3	-5	5	-3.6	1	-8	-12	-9	0
O=C(Nc1cccc(N=Cc2cc(Br)cc(Br)c2O)c1)c1ccco1	-7	1.1	-4	-6	-1.6	-1	23	-3	-2	7
CN(C(=O)c1ccc(NC(=O)Cc2ccc(NC(=O)C3CCN(C(=O)C4CC4)CC3)cc2)cc1)C1CC1	-9	-0.4	-7	3	-0.1	-2	-5	4	-13	0
Cc1ccc(C2/C(=C(\O)c3cnn(-c4ccccc4)c3C)C(=O)C(=O)N2CCN(C)C)o1 (stereo not drawn)	3	-0.3	11	-3	-0.4	-6	32	2	-5	-2
CCSc1nnc(NC(=O)c2cc(C)on2)s1	1	0.1	3	-3	0.7	1	-12	4	-2	-1
O=c1[nH]c(CN2CCN(C/C=C/c3ccccc3)CC2)nc2cc(Cl)ccc12	-2	0.3	-11	0	0.7	0	23	-9	-1	-4
Cc1cc(C(=O)CSc2nn(-c3ccccc3)c(=S)s2)c(C)n1Cc1ccco1	2	-0.8	.	3	-0.9	1	0	3	5	-6
CCCCNC(=O)N1CCN(c2ncccn2)CC1	4	0.9	-1	0	-2.2	-2	9	-10	-10	1
